Screens deposited in PubChem BioAssay by Johns Hopkins Ion Channel Center.
CHT PAM: CHT positive allosteric modulators, primary screen, cell-based, membrane potential dye, choline EC20. B-score at 10 µM. CHT-expressing cells; stronger effect = higher value; LV-AA mutant CHT in HEK293 cells. High affinity choline transporter 1 (Homo sapiens), Q9GZV3. 0.49% of 310,000 active;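 active = initial fluorescence not abnormally high and integrated response B-score, plate-corrected, over 3 SD above library mean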
Target sequence (Q9GZV3 whole entry, looked up): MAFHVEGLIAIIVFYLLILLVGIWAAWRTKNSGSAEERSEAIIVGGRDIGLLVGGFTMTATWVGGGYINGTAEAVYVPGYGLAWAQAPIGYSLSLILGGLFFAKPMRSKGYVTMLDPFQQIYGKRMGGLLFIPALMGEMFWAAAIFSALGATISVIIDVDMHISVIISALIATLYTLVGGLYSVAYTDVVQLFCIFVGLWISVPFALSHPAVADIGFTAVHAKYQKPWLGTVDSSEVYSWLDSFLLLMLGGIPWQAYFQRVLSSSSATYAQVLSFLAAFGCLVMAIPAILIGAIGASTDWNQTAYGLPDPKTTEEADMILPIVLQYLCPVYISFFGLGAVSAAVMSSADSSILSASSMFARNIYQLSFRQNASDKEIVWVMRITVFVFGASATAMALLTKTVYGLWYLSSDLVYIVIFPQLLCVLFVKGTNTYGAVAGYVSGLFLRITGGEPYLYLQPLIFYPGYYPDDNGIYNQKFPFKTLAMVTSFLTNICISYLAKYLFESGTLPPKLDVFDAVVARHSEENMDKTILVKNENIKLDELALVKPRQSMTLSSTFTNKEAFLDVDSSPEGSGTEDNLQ
CHT block: inhibitors of human choline transporter CHT; AID 488975, 2010; High affinity choline transporter 1 (Homo sapiens), Q9GZV3; 0.86% of 310,000 active; CHT-expressing cells, membrane potential dye, choline response; stronger effect = lower value; B-score at 10 µM;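 active = B-score over 3 SD under the library average, and starting fluorescence ratio not unusually high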;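 also: choline stimulus applied at its EC90 after an EC20 pre-addition; B-score computed on integrated fluorescence ratio after choline addition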
An asterisk follows results filed as active; i = inactive.

cpd | mol | CHT PAM | CHT block
1 | COc1c(Cl)cc(Cl)cc1C(=O)Nc1ccc(NC(C)=O)cc1 | i | i
2 | C/C=C/C(=O)N1CC2(CC(c3cccc(NC(=O)CC(c4ccccc4)c4ccccc4)c3)=NO2)C[C@H]1C(N)=O (some centres not stated) | i | i
3 | CCN1CCCC1CNC(=O)Cn1cnc2sc(C)c(S(=O)(=O)N3CCC(C)CC3)c2c1=O (configuration not stated) | i | i
4 | Cc1cc(-c2ccc(C(=O)O)s2)cnc1N | i | i
5 | Brc1ccc(OCCCN2CCOCC2)cc1 | i | i
6 | Cn1nc(C(=O)NCc2ccc(F)cc2)c2ccccc2c1=O | i | i
7 | CCC(C)c1ccc(NC(=O)c2cnn3c(C(F)F)cc(C)nc23)cc1 (configuration not stated) | i | i
8 | COCCCN(CCC#N)C(=O)c1c(-c2c(Cl)cccc2Cl)noc1C | i | i
9 | C=CCNC(=O)N1CCCC(C(=O)c2cccc(OC(C)C)c2)C1 (configuration not stated) | i | i
10 | CC(C)Oc1ccc(C2CC(=O)N(c3ccc(C(=O)O)cc3)C2=O)cc1 (configuration not stated) | i | i
11 | Cn1c2ccccc2n2c(=O)c(Cl)c(-c3ccccc3)c(C#N)c12 | i | i
12 | CCc1ccc(C(=O)COC(=O)c2ccc(Cl)nc2)cc1 | i | i
13 | COc1cc(NS(=O)(=O)c2ccc(NC(=S)NC(=O)c3cccs3)cc2)nc(OC)n1 | i | i
14 | CC(=O)Nc1ccc(NC2CCCCC2NS(=O)(=O)c2ccc(Cl)cc2)cc1 (configuration not stated) | i | i
15 | COc1ccc(C(=O)Nc2ccc3c(c2)Cc2ccccc2-3)cc1 | i | i
16 | O=C(NCCc1nccs1)C1CCC(=O)N(CCc2ccc(Cl)cc2)C1 (configuration not stated) | i | i
17 | N#CCCN(Cc1ccccc1)C(=S)Nc1ccc(F)cc1 | i | i
18 | O=C(COC(=O)c1cc[n+]([O-])cc1)Nc1ccc([N+](=O)[O-])cc1Cl | 12* | i
19 | CN(CC(=O)Nc1ccc(N2CCOCC2)cc1)Cc1c(O)ccc2ccccc12 | i | i
20 | COc1cc2c(cc1OC)C(Nc1ccc(S(N)(=O)=O)cc1)=NC(C)(C)C2 | 9.2* | i
21 | Cc1ccsc1C(=O)N1CCCC(C(=O)c2cc(F)ccc2F)C1 (configuration not stated) | i | i
22 | Cc1onc(-c2ccccc2Cl)c1C(=O)N1C=CC(C(F)(F)Cl)=NCC1 | i | i
23 | CCCc1nnc(NC(=O)c2cc3ccccc3oc2=O)s1 | i | i
24 | CCSc1nc(C)cc(Oc2ccc(=O)n(C)n2)n1 | i | i
25 | CCOC(=O)c1c(-c2ccc(-c3ccccc3)cc2)csc1NC(=O)CNCCN(C)C | i | i
26 | CNC(=O)c1ccsc1NC(=O)CCS(=O)(=O)c1ccc(C)cc1 | i | i
27 | CN(Cc1ccccc1)S(=O)(=O)c1ccc(Cl)c(C(=O)OCC(N)=O)c1 | i | i
28 | O=C(CCNC(=O)c1ccccc1Cl)Nc1nnc(C2CC2)s1 | i | i
29 | CCOc1cc(NC(=O)Nc2ccc(F)cc2)c(OCC)cc1NC(=O)CC | i | i
30 | COC(=O)C(C(=O)OC)C(C(=O)OC)C(C(=O)OC)C(=O)OC | i | i
31 | O=C(CNS(=O)(=O)c1ccc(Br)s1)N1CCCC1 | i | i
32 | O=C(Cn1cc2c(n1)CCCC2)Nc1ccccc1Br | i | i
33 | CC(=O)Nc1cccc(-c2nnc(SCc3ccccc3C#N)n2C)c1 | i | i
34 | Cc1cc([N+](=O)[O-])cc(C)c1OCC(=O)N/N=C/c1ccc(OC(=O)c2ccccc2)cc1 | i | i
35 | Cc1ccc(NC(=O)CCNC(=O)c2ccco2)cc1 | i | i
36 | COC(=O)c1ccc(OCC(=O)c2cccc(OC)c2)cc1 | i | i
37 | CCc1cc(CNC(=O)CC2C(=O)NCCN2Cc2cccc(OC)c2)on1 (configuration not stated) | i | i
38 | Cc1c(C(=O)N/N=C/c2ccccc2)[nH]c2ccc(Cl)cc12 | i | i
39 | COc1ccc(OCC(=O)N2CCCC2=O)c([N+](=O)[O-])c1 | i | i
40 | CC1(C)CC2(CCO1)OC(=O)CC2C(=O)NCc1ccccc1 (configuration not stated) | i | i
41 | COCCNC(=O)c1cc2c(-c3ccccc3F)nn(C)c2s1 | i | i
42 | Cc1cccc(/C=N/NC(=O)C(C)Nc2cccc3ccccc23)n1 (configuration not stated) | i | i
43 | CC(=O)Nc1ccc(OCc2nnc(-c3ccccc3)o2)cc1 | i | i
44 | Cn1c(=O)c2c(=O)cc(N)[nH]c2n(C)c1=O | i | i
45 | CCOC(=O)c1ccc(NC(=O)CCS(=O)(=O)Cc2ccccc2)cc1 | i | i
46 | CCOc1ccc(/C=C/C(=O)Nc2ccc3[nH]c(=O)[nH]c3c2)cc1 | i | i
47 | O=C(Cn1c(=O)n(-c2ccc(F)cc2)c(=O)c2sccc21)c1ccccc1 | i | i
48 | O=C(Nc1ccccc1N1CCN(C(=O)c2ccc(Cl)cc2)CC1)c1cccc([N+](=O)[O-])c1 | i | i

Some of the entries so far, as labelled records:
47) O=C(Cn1c(=O)n(-c2ccc(F)cc2)c(=O)c2sccc21)c1ccccc1
  CHT PAM: i	CHT block: i

43) CC(=O)Nc1ccc(OCc2nnc(-c3ccccc3)o2)cc1
  CHT PAM: i	CHT block: i

41) COCCNC(=O)c1cc2c(-c3ccccc3F)nn(C)c2s1
  CHT PAM: i	CHT block: i

42) Cc1cccc(/C=N/NC(=O)C(C)Nc2cccc3ccccc23)n1 (configuration not stated)
  CHT PAM: i	CHT block: i

(continued)
cpd | mol | CHT PAM | CHT block
49 | Cc1nn(CC(=O)Nc2ccc(Cl)cc2)c(=O)c2cc(-c3ccccc3)nn12 | i | i
50 | COCCn1c(=NC(=O)c2cccs2)sc2cc(NC(C)=O)ccc21 | i | i
51 | O=C(CSc1nnc(Cc2cccs2)n1CCc1ccccc1)N1CCCc2ccccc21 | i | i
52 | O=C(Cn1cnc2c(oc3ccccc32)c1=O)c1ccccc1 | i | i
53 | COc1cccc(NC(=O)CSc2nc3ccccc3nc2N2CCOCC2)c1 | i | i
54 | Clc1ccc(C[n+]2cc(-c3ccc(Cl)cc3)n3c2CCC3)cc1 | i | i
55 | CCCN(CCC)CC(O)Cn1c2ccccc2c2ccccc21 (configuration not stated) | i | i
56 | C/C(=N/NC(=O)CNC(=O)c1cccnc1)c1ccccc1 | i | i
57 | O=C(N1CCCCC1)C1(S(=O)(=O)c2ccccc2)CC=CC1 | i | i
58 | Cc1nn(-c2cc(C(F)(F)F)ccc2Cl)c2nc(C(F)(F)F)[nH]c(=O)c12 | i | i
59 | O=C(c1ccc(Cl)c(S(=O)(=O)N2CCc3ccccc3C2)c1)N1CCN(c2ccccc2)CC1 | i | i
60 | O=C(O)C1CC(=O)N(Cc2cccnc2)C1 (configuration not stated) | i | i
61 | S=c1[nH]nc(-c2ccncc2)n1/N=C/C(Cl)=C\c1ccccc1 | i | i
62 | CSc1ncc(C(=O)Nc2ccc(Br)cn2)c(C)n1 | i | i
63 | O=C(CN(CC1CCCO1)C(=O)CNS(=O)(=O)c1ccccc1)NCc1ccco1 (configuration not stated) | i | i
64 | Cc1cccc(Nc2ccncc2S(N)(=O)=O)c1 | i | i
65 | Cc1nc(N)sc1-c1csc(Nc2cccc(O)c2)n1 | i | i
66 | COc1ccccc1CC(=O)Nc1ccc2c(c1)C(=O)NC2=O | i | i
67 | C=CCNC(=O)C1CC(=O)N(c2ccc(C)cc2)C1 (configuration not stated) | i | i
68 | CCOc1ccc(N(C)C(=O)CCc2nnc3ccc(N4CCOCC4)nn23)cc1 | i | i
69 | C/C(=C\C(=O)c1ccncc1)Nc1ccccc1O | i | i
70 | CC1(C)CC2(CCO1)OC(=O)CC2C(=O)Nc1ccc(Cl)cc1[N+](=O)[O-] (configuration not stated) | i | i
71 | O=c1cc(O)c2sc3nc(-c4ccccc4)cc(C(F)(F)F)c3c2[nH]1 | i | i
72 | CN(CCc1ccccn1)C(=O)CC1C(=O)NCCN1Cc1ccc(-c2ccccc2)cc1 (configuration not stated) | i | i
73 | CC(C)c1ccccc1NC(=O)Cn1c(-c2ccccc2Cl)nc2ccccc21 | i | i
74 | O=C(c1cc2ccccc2o1)N1CCN(C/C=C/c2ccccc2)CC1 | i | i
75 | Cc1ccc(CNC(=O)C2CC3Cn4c(nc5ccccc54)C3N2C)o1 (configuration not stated) | i | i
76 | O=C(O)CSCC(=O)Nc1ccc(-c2nc3ccccc3s2)cc1 | i | i
77 | NS(=O)(=O)c1ccc(NN=C2CCCCC2)c([N+](=O)[O-])c1 | i | i
78 | CCn1nc(C(=O)NNC(=O)COc2ccccc2C)c2ccccc2c1=O | i | i
79 | CCOC(=O)c1cnc2ccc(OCC)cc2c1NCc1cccnc1 | i | i
80 | O=C(/C=C/c1ccc2c(c1)OCO2)Nc1nc2ccccc2s1 | i | i
81 | O=C(COC(=O)c1cnccn1)N=c1sccn1Cc1ccccc1Cl | i | i
82 | O=C(Cn1cnc2ccccc2c1=O)N1CCN(Cc2ccc3c(c2)OCO3)CC1 | i | i
83 | O=c1n(CCCN2CCN(c3cccc(Cl)c3)CC2)nc2ccccn12 | i | i
84 | Cc1ccc(NC(=O)COc2ccc(Br)cc2CO)cc1 | i | i
85 | COCCNc1ccc(-c2n[nH]c(=O)c3ccccc23)cc1[N+](=O)[O-] | i | i
86 | COc1ccc(S(=O)(=O)n2nc(OC(=O)c3ccccc3Br)cc2N)cc1 | i | i
87 | COC(=O)c1c(-c2ccccc2)csc1NC1=NS(=O)(=O)c2ccccc21 | i | i
88 | CC1CCCCC1N=CC1=C(O)CC(C)(C)CC1=O (configuration not stated) | i | i
89 | O=C(COc1ccc(Br)cc1)Nc1ccc(C(=O)Nc2ccccc2C(=O)O)cc1 | i | i
90 | O=C(O)CCCNC(=O)CC1S/C(=N/N=C/c2ccccc2O)NC1=O (configuration not stated) | i | i
91 | CCOc1cc(NC(=O)Nc2ccccc2)c(OCC)cc1NC(=O)CC | i | i
92 | CCOC(=O)c1cc(CC)sc1NC(=O)Cc1ccccc1 | i | i
93 | Cc1sc2nc(CN(Cc3ccccc3)C(=O)NC3CCCCC3)[nH]c(=O)c2c1C | i | i
94 | O=C(c1ccncc1)N1N=C(C2CCCCC2)CC1(O)C(F)(F)F (configuration not stated) | i | i
95 | O=C(NCc1ccccn1)Nc1ccccc1 | i | i
96 | Cc1ccc(/C=C/C(=O)N2CC(=O)Nc3ccccc32)o1 | i | i

Continued, overlapping the part above by seven compounds.
cpd | mol | CHT PAM | CHT block
90 | O=C(O)CCCNC(=O)CC1S/C(=N/N=C/c2ccccc2O)NC1=O (configuration not stated) | i | i
91 | CCOc1cc(NC(=O)Nc2ccccc2)c(OCC)cc1NC(=O)CC | i | i
92 | CCOC(=O)c1cc(CC)sc1NC(=O)Cc1ccccc1 | i | i
93 | Cc1sc2nc(CN(Cc3ccccc3)C(=O)NC3CCCCC3)[nH]c(=O)c2c1C | i | i
94 | O=C(c1ccncc1)N1N=C(C2CCCCC2)CC1(O)C(F)(F)F (configuration not stated) | i | i
95 | O=C(NCc1ccccn1)Nc1ccccc1 | i | i
96 | Cc1ccc(/C=C/C(=O)N2CC(=O)Nc3ccccc32)o1 | i | i
97 | CC(=O)Nc1ccc(NC(=O)CSc2ccc([N+](=O)[O-])cn2)cc1 | i | i
98 | Cc1ccc(N2CC(C(=O)NCc3cccs3)CC2=O)cc1C (configuration not stated) | i | i
99 | Cc1ccsc1C(=O)N1CCN(S(=O)(=O)c2cccc(F)c2)CC1 | i | i
100 | COc1ccccc1-c1cc(C(=O)Nc2ccccc2SC)no1 | i | i
101 | COc1ccc(/C(N)=N/OC(=O)Oc2ccccc2)cc1OC | i | i
102 | O=C(CCCN1C(=O)/C(=C\c2cccs2)SC1=S)Nc1cccnc1 | i | i
103 | O=C(NCC1CCCCC1)c1cccnc1Cl | i | i
104 | O=C(CN1C2CCCC1CC(NC(=O)c1ccco1)C2)Nc1ccccc1C(F)(F)F (configuration not stated) | i | i
105 | Cc1ccc(NC(=O)Cn2nnc(C(=O)NCc3ccc(Cl)cc3)c2N)cc1F | i | i
106 | O=S(=O)(N1CCOCC1)N1CCN(c2ccc(F)cc2)CC1 | i | i
107 | CCc1ccc(NC(=O)C(NS(=O)(=O)c2ccc3c(c2)CCN3C(C)=O)C(C)C)cc1 (configuration not stated) | i | i
108 | O=C(C[n+]1ccc2ccccc2c1)c1cccc2ccccc12 | i | i
109 | CCC(C)[C@H]1CNC(=O)C(=O)N1CCCc1cc(OC)c(OC)c(OC)c1 (some centres not stated) | i | i
110 | O=C(/C=C/c1ccco1)NCC1CCCO1 (configuration not stated) | i | i
111 | COc1ccccc1C(=O)C1CCCN(C(=O)c2cccc(-n3cccn3)c2)C1 (configuration not stated) | i | i
112 | CC(C)(C)NC(=O)C(c1cccs1)N(CC1CCCO1)C(=O)c1ccc(-c2ccccc2)[nH]1 (configuration not stated) | i | i
113 | CCN1CCN(C(=O)C2CCN(Cc3cc(Cl)ccc3O)CC2)CC1 | i | i
114 | COCCNC(=O)c1ccccc1NC(=O)Cc1ccccc1 | i | i
115 | CC1(C)CC(=O)c2cnc(NC(=O)Cc3ccc(Cl)cc3)nc2C1 | i | i
116 | CCc1ccc(NS(=O)(=O)c2cccc3nsnc23)cc1 | i | i
117 | Cn1c(=O)c(C(=O)CCl)c(N)n(Cc2ccccc2)c1=O | i | i
118 | O=C(Nc1nc2c(s1)CCCC2)c1cc(-c2ccccc2)nc2ccccc12 | i | i
119 | CC1=C(C(=O)Nc2cccc(C(=O)NC3CCCC(C)C3C)c2)SCCO1 (configuration not stated) | i | -5.6*
120 | CCOC(=O)c1sc(NC(=O)CCCn2nc([N+](=O)[O-])cc2C)c(C(=O)OCC)c1C | i | i
121 | CCc1ccccc1NC(=O)CSc1nc2ccccc2nc1N1CCOCC1 | i | i
122 | c1ccc(CN2CCN(C3CCCSc4ccccc43)CC2)cc1 (configuration not stated) | i | i
123 | O=C(COC(=O)c1ccc(F)cc1)Nc1ccccc1N1CCOCC1 | i | i
